TexasRed fluor = Total Fluorescence Counterscreen for Inhibitors of the Interaction of Thyroid Hormone Receptor and Steroid Receptor Coregulator 2. hit rate 0.29% among 280,000. Potency, µM (highest dose often 106 µM), inactives show at the highest dose fluorescence change, negative = quenching. TRb/SRC2 Texas Red total fluorescence interference; active = well fitted curve in either direction with a large enough effect; inconclusive = small, poorly fitted or top-dose-only effect; note: % is set by controls: 0 for no effect and ±100 for the full control effect
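Human TRβ ligand-binding domain (0.6 uM) and Texas Red SRC2 peptide (20 nM) in Tris buffer with 1 uM T3 and 5% DMSO were incubated with pinned compound for 5 hr at ambient temperature. Total fluorescence was computed as S + 2P (555/632 nm).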
TRb-SRC2 inh = qHTS for Inhibitors of the Interaction of Thyroid Hormone Receptor and Steroid Receptor Coregulator 2; hit rate 0.065% among 280,000; Potency, µM (series often up to 106 µM), without a hit: at the top dose activity change, negative = inhibition, hits mostly inhibitors; TRbeta-SRC2 peptide binding, fluorescence polarization; receptor liganded with 1 µM T3; Thyroid hormone receptor beta (Homo sapiens), P10828;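 note: plate controls were bound peptide for no effect and peptide without receptor for full effect; nearly all actives have a fitted effect of over 50% in size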
Target sequence (P10828 whole entry, looked up): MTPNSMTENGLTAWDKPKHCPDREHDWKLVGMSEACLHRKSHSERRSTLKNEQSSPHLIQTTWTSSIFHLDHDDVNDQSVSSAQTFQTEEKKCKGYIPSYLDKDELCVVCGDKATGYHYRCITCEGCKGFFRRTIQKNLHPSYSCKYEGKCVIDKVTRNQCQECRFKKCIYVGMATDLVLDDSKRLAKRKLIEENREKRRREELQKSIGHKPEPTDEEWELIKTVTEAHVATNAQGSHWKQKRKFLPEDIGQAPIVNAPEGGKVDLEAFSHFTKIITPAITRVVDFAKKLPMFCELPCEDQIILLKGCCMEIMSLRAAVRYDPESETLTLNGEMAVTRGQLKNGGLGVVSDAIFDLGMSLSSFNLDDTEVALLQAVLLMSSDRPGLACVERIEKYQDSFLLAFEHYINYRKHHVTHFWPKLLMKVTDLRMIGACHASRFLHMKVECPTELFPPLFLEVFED
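Assay buffer: 20 mM Tris-HCl, 100 mM NaCl, 10% glycerol, 1 mM EDTA, 0.01% NP-40, 1 mM DTT, 1 uM T3, 5% DMSO; TRb LBD 0.6 uM, Texas Red SRC2 20 nM; FP after 5 hr.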
SMN2 splice enh = qHTS Assay for Enhancers of SMN2 Splice Variant Expression; HEK293 SMN2-luciferase splicing reporter, luminescence, 30-36 h; Potency, µM (series often up to 46.1 µM), inactives show top-dose activity change, positive = activation, most hits filed as activators; hit rate 2.8% among 210,000; AID 1458, 2008; note: % of control where 0% means no effect; nearly all actives have a fitted effect of over 55% in size
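qHTS luciferase splicing reporter: luminescence rises when SMN2 exon 7 is included in transfected HEK293 cells. Compound exposure lasted 30-36 h at 37C, with 4.5 mM final sodium butyrate as control, followed by a ONE-Glo read.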
* hit, by the source's call; [ ] = another dose, or the depositor's remark. Unless noted, calls come from the whole dose curve; as a rule, active = well fitted curve in the direction sought with a large enough effect; inconclusive = small, poorly fitted or top-dose-only effect, or another doubt; inactive = no such curve, though single readings can be large; an effect the other way counts as inactive or inconclusive. Potency is the fitted concentration of half-maximal effect.

Cc1c(Cl)cccc1-c1ccc(C(=O)Nc2ccc(F)cc2)o1 was read as TexasRed fluor inconclusive, TRb-SRC2 inh -6.4% and SMN2 splice enh 18.4%.
Screening COc1ccccc1NC(=O)CSc1oc(-c2ccco2)nc1S(=O)(=O)c1ccc(Br)cc1 returned TexasRed fluor 1.0%, TRb-SRC2 inh 3.5% and SMN2 splice enh 2.0%.
COCCCNC(=O)C1CCN(C(=O)c2cc3sccc3n2Cc2ccc(Cl)cc2)CC1 was read as TexasRed fluor inconclusive, TRb-SRC2 inh -0.7% and SMN2 splice enh -39.0%[inhibitor].
Cc1nc2sccn2c(=O)c1S(=O)(=O)Nc1ccc(N2CCN(C)CC2)cc1 was read as TexasRed fluor 1.2%, TRb-SRC2 inh -6.7% and SMN2 splice enh -9.6%.
For COc1ccc(-c2noc(N(c3nc(-c4ccc(OC)c(OC)c4)no3)c3ccccc3OC)n2)cc1OC the results were TexasRed fluor -1.9%, TRb-SRC2 inh -2.6% and SMN2 splice enh -13.3%.
`CCN1C(=O)CC(C(=O)Nc2ccc(OC)cc2)SC1=Nc1ccc(C)c(C)c1` (stereo unspecified) gave TexasRed fluor -1.0%, TRb-SRC2 inh 10.8% and SMN2 splice enh -9.0%.
COCc1cc(C)nc2sc3c(c12)NC(c1ccc(NC(C)=O)cc1)N(c1ccc(C)cc1)C3=O (stereo unspecified) was read as TexasRed fluor -1.5%, TRb-SRC2 inh -9.1% and SMN2 splice enh 18.8%.
For CCOc1ccccc1C(=O)N1CCc2cc(OC)c(OC)cc2C1COc1ccc2c(C)cc(=O)oc2c1 (stereo unspecified) the results were TexasRed fluor -2.8%, TRb-SRC2 inh 2.7% and SMN2 splice enh -3.7%.
CCCCOc1ccccc1C(=O)N(Cc1ccc(C)o1)C1CCS(=O)(=O)C1 (stereo unspecified) was read as TexasRed fluor -26.5%, TRb-SRC2 inh -6.7% and SMN2 splice enh -13.7%.
Screening COC(=O)c1c(NC(=O)c2nc(SC)ncc2Cl)sc2c1CCCC2 returned TexasRed fluor 8.9%, TRb-SRC2 inh -2.2% and SMN2 splice enh 9.0%.
Screening CCCCSc1nnc2c(n1)OC(c1ccc(Br)s1)N(C(C)=O)c1ccccc1-2 (stereo unspecified) returned TexasRed fluor -2.7%, TRb-SRC2 inh 2.8% and SMN2 splice enh 1.4%.
`Cc1ccc(OC(=O)c2cc(-c3ccccc3)nc3ccc(C)cc23)cc1` gave TexasRed fluor -2.4%, TRb-SRC2 inh 4.2% and SMN2 splice enh -10.5%.
For COc1ccccc1CNC(=O)c1cc2c(s1)-c1ccccc1OC2 the results were TexasRed fluor -21.3%, TRb-SRC2 inh 0.7% and SMN2 splice enh 4.7%.
Screening Cc1cccc(N(CC(=O)NCCSCc2ccccc2)S(=O)(=O)c2ccccc2)c1C returned TexasRed fluor 0.1%, TRb-SRC2 inh 13.4% and SMN2 splice enh -2.0%.
For CCN1CCSc2ccc(C(=O)NC(C)c3ccccc3)cc21 (stereo unspecified) the results were TexasRed fluor -2.2%, TRb-SRC2 inh -9.9% and SMN2 splice enh 11.1%.
Cc1nc2sccn2c(=O)c1S(=O)(=O)Nc1ccc(N2CCN(C(=O)C(C)C)CC2)cc1 was read as TexasRed fluor 0.3%, TRb-SRC2 inh -7.5% and SMN2 splice enh -0.4%.
COc1cc(C2C(C(=O)OCC(C)C)=C(C)N=C3SCCC(=O)N32)ccc1OCc1ccccc1 (stereo unspecified) was read as TexasRed fluor -21.6%, TRb-SRC2 inh 5.5% and SMN2 splice enh -0.8%.
`COc1ccccc1N1CCN(C(=O)COc2ccccc2C#N)CC1` gave TexasRed fluor inconclusive, TRb-SRC2 inh 1.7% and SMN2 splice enh -5.5%.
CCOc1ccc2nc(N3CCCC(C(=O)NCc4ccc(OC)cc4)C3)sc2c1 (stereo unspecified) was read as TexasRed fluor 0.8%, TRb-SRC2 inh -0.7% and SMN2 splice enh 12.6µM*.
`CC(C)(C)C(=O)Cn1c(=O)n(-c2ccc(Cl)cc2)c(=O)c2c3c(sc21)CCCC3` gave TexasRed fluor 2.5%, TRb-SRC2 inh 1.3% and SMN2 splice enh -0.7%.
`CCOc1ccc(-c2csc3ncnc(Nc4cccc(O)c4)c23)cc1` gave TexasRed fluor 0.6%, TRb-SRC2 inh 2.9% and SMN2 splice enh -25.5%.
For Cc1ccc(NC(c2nnc(-c3ccccc3)o2)c2ccccc2F)c(Cl)c1 (stereo unspecified) the results were TexasRed fluor -1.9%, TRb-SRC2 inh -3.4% and SMN2 splice enh -14.4%.
For CCCCCn1c(=O)[nH]c2cc(C(=O)Nc3ccc(OC)c(OC)c3)ccc2c1=O the results were TexasRed fluor -1.0%, TRb-SRC2 inh -3.7% and SMN2 splice enh -1.3%.
For COc1ccc(S(=O)(=O)N2Cc3ccccc3CC2C(=O)Nc2ccc(C)cc2C)cc1OC (stereo unspecified) the results were TexasRed fluor -3.5%, TRb-SRC2 inh 2.3% and SMN2 splice enh -15.8%.

Gathered by group, those above containing an aryl thioether with sulfur outside any ring.
Screening COc1ccccc1NC(=O)CSc1oc(-c2ccco2)nc1S(=O)(=O)c1ccc(Br)cc1 returned TexasRed fluor 1.0%, TRb-SRC2 inh 3.5% and SMN2 splice enh 2.0%.
Screening COC(=O)c1c(NC(=O)c2nc(SC)ncc2Cl)sc2c1CCCC2 returned TexasRed fluor 8.9%, TRb-SRC2 inh -2.2% and SMN2 splice enh 9.0%.
Screening CCCCSc1nnc2c(n1)OC(c1ccc(Br)s1)N(C(C)=O)c1ccccc1-2 (stereo unspecified) returned TexasRed fluor -2.7%, TRb-SRC2 inh 2.8% and SMN2 splice enh 1.4%.

The results go on.
Screening Cc1cccc(OCC(=O)Nc2c(C)ccc3nsnc23)c1C returned TexasRed fluor 5.4%, TRb-SRC2 inh 8.5% and SMN2 splice enh -24.3%.
Cc1ccc(CCNC(=O)c2cccc(Nc3nc4ccccc4nc3-n3nc(C)cc3C)c2)cc1 was read as TexasRed fluor -1.9%, TRb-SRC2 inh 2.8% and SMN2 splice enh -2.0%.
COc1cccc(NC(=O)N(Cc2c[nH]c3ccccc23)C2CCCCC2)c1 was read as TexasRed fluor 0.0%, TRb-SRC2 inh 7.0% and SMN2 splice enh -10.0%.
`COc1ccc(-n2nnnc2C2CCN(S(=O)(=O)c3ccc(C(C)(C)C)cc3)CC2)cc1` gave TexasRed fluor -0.5%, TRb-SRC2 inh -5.8% and SMN2 splice enh -2.5%.
`CCc1ccc(-n2nc3cc(C)c(NC(=O)c4cccc5ccccc45)cc3n2)cc1` gave TexasRed fluor -2.0%, TRb-SRC2 inh 1.3% and SMN2 splice enh -2.3%.
For O=C(c1ccc2c(c1)N(Cc1ccccc1)C(=O)c1ccccc1S2(=O)=O)N1CCOCC1 the results were TexasRed fluor -6.9%, TRb-SRC2 inh -1.3% and SMN2 splice enh 15.6%.
COc1ccc(Nc2cc(C(=O)NC3CCC(C)CC3)c3ccccc3n2)cc1OC (stereo unspecified) was read as TexasRed fluor -0.2%, TRb-SRC2 inh 3.6% and SMN2 splice enh -1.6%.
COc1ccc(OC)c(CNC(=O)c2cc3cc4ccc(OC)cc4nc3o2)c1 was read as TexasRed fluor -0.8%, TRb-SRC2 inh 0.5% and SMN2 splice enh -13.1%.
`COc1ccc(OC)c(NC(=O)CCc2c(C)nc3c(-c4ccccc4)c(C)nn3c2C)c1` gave TexasRed fluor -1.8%, TRb-SRC2 inh 4.2% and SMN2 splice enh -19.4%.
COC(=O)c1cc(NC(=O)c2sc3ccccc3c2Cl)cc(C(=O)OC)c1 was read as TexasRed fluor 3.1%, TRb-SRC2 inh -5.3% and SMN2 splice enh -2.7%.
`COc1ccc(-c2noc(CSc3nnc(-c4ccncc4)n3-c3ccc(C)c(C)c3)n2)cc1` gave TexasRed fluor 6.8%, TRb-SRC2 inh -5.7% and SMN2 splice enh -4.1%.
Screening CCCN1Cc2cccc(C(=O)Nc3cc(C)cc(C)c3)c2C1=O returned TexasRed fluor -7.1%, TRb-SRC2 inh -0.3% and SMN2 splice enh 2.2%.
For CCn1cc(C(=O)N2CCN(c3ccc(OC)cc3)CC2)c(=O)c2cc(S(=O)(=O)N3CCOCC3)ccc21 the results were TexasRed fluor -0.5%, TRb-SRC2 inh -1.3% and SMN2 splice enh inconclusive.
`CCCCN(C)CCNC(=O)C1CCCN(S(=O)(=O)c2cccc3nsnc23)C1` (stereo unspecified) gave TexasRed fluor -0.9%, TRb-SRC2 inh -0.2% and SMN2 splice enh 0.0%.
Screening CC(C)c1ccc(NC(=O)[C@H]2O[C@@H]3OC(C)(C)O[C@@H]3[C@H]3OC(C)(C)O[C@H]32)cc1 returned TexasRed fluor -1.9%, TRb-SRC2 inh -8.5% and SMN2 splice enh -0.8%.
CCc1ccc(NC(=O)c2nnn(Cc3cccc(C(F)(F)F)c3)c2N)cc1 was read as TexasRed fluor -1.0%, TRb-SRC2 inh -4.8% and SMN2 splice enh inconclusive.
`CCOc1ccc(Nc2nc(Nc3ccc(OCC)cc3)nc(N3CCOCC3)n2)cc1` gave TexasRed fluor -0.6%, TRb-SRC2 inh -6.8% and SMN2 splice enh -3.2%.
For COc1ccccc1NC(=O)c1cc2c(-c3ccccc3)nn(-c3ccccc3)c2s1 the results were TexasRed fluor 1.6%, TRb-SRC2 inh 9.0% and SMN2 splice enh inconclusive.
CCCCNC(=O)c1cc2c(=O)n3cccc(C)c3nc2s1 was read as TexasRed fluor 7.9%, TRb-SRC2 inh 0.4% and SMN2 splice enh 18.4%.
`CCOc1ccc(CCNC(=O)CS(=O)(=O)Cc2nc(-c3ccc(OC)cc3)oc2C)cc1` gave TexasRed fluor 2.6%, TRb-SRC2 inh 0.9% and SMN2 splice enh -27.9%.
`Cc1cccc(Cn2cc(S(=O)(=O)c3ccc(Cl)cc3)c(=O)c3cc4c(cc32)OCO4)c1` gave TexasRed fluor -1.3%, TRb-SRC2 inh -2.9% and SMN2 splice enh -6.5%.
Screening Cc1sc(-c2cc3c([nH]c2=O)CC(c2ccccc2)CC3=O)nc1-c1ccc(Cl)cc1 (stereo unspecified) returned TexasRed fluor -1.0%, TRb-SRC2 inh 0.8% and SMN2 splice enh -10.3%.
`COc1cccc(NC(=O)Cn2c(=O)n(CCc3ccc(OC)c(OC)c3)c(=O)c3ccccc32)c1` gave TexasRed fluor -2.2%, TRb-SRC2 inh 0.7% and SMN2 splice enh -4.1%.
COc1cc(NC(=O)CCS(=O)(=O)c2nc(-c3cccs3)cc(C(F)(F)F)n2)cc(OC)c1OC was read as TexasRed fluor -1.8%, TRb-SRC2 inh 0.5% and SMN2 splice enh 6.3%.
Screening CCOC(=O)c1ccc(N2C(=O)c3n[nH]c(-c4ccco4)c3C2c2ccc(O)cc2)cc1 (stereo unspecified) returned TexasRed fluor -1.8%, TRb-SRC2 inh -2.0% and SMN2 splice enh -28.6%.
`COc1ccccc1NC(=O)Cn1nnc(C(=O)NCc2cccs2)c1N` gave TexasRed fluor -1.6%, TRb-SRC2 inh -4.8% and SMN2 splice enh -17.8%.
`Cc1ccc2c(=O)cc(C(=O)Nc3c(C(=O)Nc4cccc(Cl)c4)oc4ccccc34)oc2c1` gave TexasRed fluor -9.2%, TRb-SRC2 inh 4.3% and SMN2 splice enh -4.3%.
O=C(CSc1nc(-c2cccc(F)c2)[nH]c1-c1ccccc1)Nc1ccc2c(c1)OCCO2 was read as TexasRed fluor -1.8%, TRb-SRC2 inh 6.4% and SMN2 splice enh 36.5%.
`O=C(Cn1ncc2c3ccccc3n(Cc3ccc(F)cc3)c2c1=O)NCCC1=CCCCC1` gave TexasRed fluor -0.6%, TRb-SRC2 inh -2.5% and SMN2 splice enh -1.8%.

Retrieved one by one from the list above (two):
`Cc1ccc2c(=O)cc(C(=O)Nc3c(C(=O)Nc4cccc(Cl)c4)oc4ccccc34)oc2c1` gave TexasRed fluor -9.2%, TRb-SRC2 inh 4.3% and SMN2 splice enh -4.3%.
Screening CCOC(=O)c1ccc(N2C(=O)c3n[nH]c(-c4ccco4)c3C2c2ccc(O)cc2)cc1 (stereo unspecified) returned TexasRed fluor -1.8%, TRb-SRC2 inh -2.0% and SMN2 splice enh -28.6%.

Compound activity as filed in PubChem BioAssay.

An excerpt, so the mix of outcomes need not match the whole.
